# High-throughput results: PubChem, National Center for Advancing Translational Sciences (NCATS)
# GCN5L2 inh: blocks human GCN5L2 histone acetyltransferase; Q92830; GCN5L2 HAT assay, ThioGlo1 CoA-SH fluorescence; Potency, µM (top dose mostly 58.9 µM), inactives show at the top dose activity change, negative = inhibition, usual class: inhibitors; 0.21% of 390,000 active
# Target sequence (Q92830 whole entry, looked up): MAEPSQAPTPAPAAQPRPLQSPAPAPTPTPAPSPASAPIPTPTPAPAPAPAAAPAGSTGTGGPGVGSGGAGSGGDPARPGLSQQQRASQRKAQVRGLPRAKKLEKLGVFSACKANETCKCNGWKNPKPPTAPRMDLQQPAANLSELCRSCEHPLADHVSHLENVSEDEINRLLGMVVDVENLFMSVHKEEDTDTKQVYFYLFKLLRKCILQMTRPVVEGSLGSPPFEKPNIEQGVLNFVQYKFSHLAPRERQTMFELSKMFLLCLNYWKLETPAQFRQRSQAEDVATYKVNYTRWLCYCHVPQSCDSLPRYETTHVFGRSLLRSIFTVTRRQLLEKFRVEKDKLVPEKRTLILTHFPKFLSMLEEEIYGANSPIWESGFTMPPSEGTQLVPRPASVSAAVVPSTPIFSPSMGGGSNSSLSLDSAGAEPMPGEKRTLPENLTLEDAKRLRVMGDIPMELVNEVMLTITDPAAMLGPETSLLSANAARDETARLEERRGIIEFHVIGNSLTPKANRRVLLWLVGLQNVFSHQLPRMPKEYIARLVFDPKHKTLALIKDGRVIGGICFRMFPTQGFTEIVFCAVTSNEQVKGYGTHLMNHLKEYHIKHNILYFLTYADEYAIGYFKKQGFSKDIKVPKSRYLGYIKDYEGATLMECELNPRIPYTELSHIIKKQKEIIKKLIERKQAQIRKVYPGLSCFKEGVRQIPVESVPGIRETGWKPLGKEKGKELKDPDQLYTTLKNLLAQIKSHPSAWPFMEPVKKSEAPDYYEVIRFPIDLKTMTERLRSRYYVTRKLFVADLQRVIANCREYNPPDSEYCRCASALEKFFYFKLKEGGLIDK
#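 Compounds, pin-transferred from DMSO stocks, meet 20nM GCN5L2 for 15 min before the reaction begins with H3(1-25) peptide (75uM) and acetyl-CoA (70uM). Thiol-reactive ThioGlo1 reports CoA release over 20 min at room temperature.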
# TDP1 cell CPT: DT40-hTDP1 cell growth loss with CPT; chicken DT40 Tdp1-/-;hTDP1 cells + 20 nM CPT, ATP luminescence, 48 h; Potency, µM (doses to about 46.2 µM), for inactives: at the highest dose activity change, negative = growth inhibition, usual class: inhibitors; 12% of 420,000 active; AID 686979; note: nearly all actives have a fitted effect of over 55% in size
#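 Cell growth measured by CellTiter-Glo luminescence after a minimum 48 h, 37 C compound exposure with 20 nM CPT in Tdp1-knockout DT40 cells stably expressing hTDP1, seeded 400/well; qHTS titration format.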
# DT40 TDP1 no CPT: qHTS for Inhibitors of human tyrosyl-DNA phosphodiesterase 1 (TDP1): qHTS in cells in absence of CPT; AID 686978, 2013; 15% of 420,000 active; Potency, µM (highest dose often 46.2 µM), for inactives: at the top dose activity change, negative = growth inhibition, usual class: inhibitors; DT40 Tdp1-/- hTDP1 cells, no CPT, ATP luminescence, 48 h; note: nearly all actives have a fitted effect of over 55% in size
#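 No-CPT arm: Tdp1-/-;hTDP1 DT40 cells (400/well) plus compounds, incubated ≥48 hr at 37 °C. Readout CellTiter-Glo luminescence.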
# Starred values were filed as active, the others as inactive; ? = inconclusive; . = not tested or not shown; ! = not confirmed by another sample; [ ] = another dose, or the depositor's remark. Calls come from the whole dose curve; as a rule, active = well fitted curve in the direction sought with a large enough effect; inconclusive = small, poorly fitted or top-dose-only effect, or another doubt; inactive = no such curve, though single readings can be large; an effect the other way counts as inactive or inconclusive. % is set by controls: 0 for no effect and ±100 for the full control effect; potency is the fitted concentration of half-maximal effect.
SMILES,GCN5L2 inh,TDP1 cell CPT,DT40 TDP1 no CPT
CC(C)C(=O)c1cn(CC(=O)NCc2ccc3c(c2)OCO3)c2ccccc12,0%,-28%,?
O=C(Nc1nnc(CC(=O)N2CCOCC2)s1)c1cccs1,1%,-10%,-4%
O=C(O)C(Cc1ccccc1)N1C(=O)/C(=C/C=C/c2ccco2)SC1=S (centres undefined),8.9µM*,-4%,-4%
CCN(c1ccccc1)S(=O)(=O)c1cc2c(cc1C)N(C)CCO2,0%,-27%,-22%
CCCCn1c(N)c(N(CCOC)C(=O)c2ccco2)c(=O)[nH]c1=O,-7%,21%,-1%
O=C(CCNC(=O)c1ccc(Cl)cc1)Nc1ccc(S(=O)(=O)N2CCOCC2)cc1,3%,?,-4%
O=C1NC[C@@H](CCCCN2C[C@H](Cc3ccccc3)N(CC3CCCCC3)C(=O)C2=O)N(CCc2ccccc2)C1=O,.,-1%,-3%
CC(NC(=O)C1CCN(S(=O)(=O)N2CCC3(CC2)OCCO3)CC1)c1ccccc1 (centres undefined),-2%,2%,-16%
C[C@@H]1CN(Cc2cn(C)nc2-c2cccc(Cl)c2)C[C@H](C)O1,-3%,-20%,?
O=C(Nc1cccc(F)c1)N1CCCC2(CCN(C(=O)c3csnn3)CC2)C1,11%,22%,2%
COc1cc(NC(=O)NS(=O)(=O)c2ccc(C)cc2)cc(OC)c1,10%,-8%,-1%
CCOc1ccc(/C(O)=C/C(=O)C(=O)Nc2ccc(S(=O)(=O)NC(C)=O)cc2)cc1,-6%,26µM*,-19%
OC1CCN(Cc2ccc(OCc3ccccc3)cc2)CC1,-4%,5%,-5%
COc1ccc(/C=N/Nc2nc(-c3cccnc3)nc3ccccc23)c(OC)c1,-18%,?,?
CCCCn1c(N)c(N(CCOC)C(=O)c2sc3ccccc3c2Cl)c(=O)[nH]c1=O,-1%,5%,3%

# In the list so far, 2 have a thiophene ring, fused or not.
SMILES,GCN5L2 inh,TDP1 cell CPT,DT40 TDP1 no CPT
O=C(Nc1nnc(CC(=O)N2CCOCC2)s1)c1cccs1,1%,-10%,-4%
CCCCn1c(N)c(N(CCOC)C(=O)c2sc3ccccc3c2Cl)c(=O)[nH]c1=O,-1%,5%,3%

# As a short view, 5 of the compounds above:
SMILES,GCN5L2 inh,TDP1 cell CPT,DT40 TDP1 no CPT
CC(C)C(=O)c1cn(CC(=O)NCc2ccc3c(c2)OCO3)c2ccccc12,0%,-28%,?
O=C(Nc1nnc(CC(=O)N2CCOCC2)s1)c1cccs1,1%,-10%,-4%
O=C(O)C(Cc1ccccc1)N1C(=O)/C(=C/C=C/c2ccco2)SC1=S (centres undefined),8.9µM*,-4%,-4%
CCN(c1ccccc1)S(=O)(=O)c1cc2c(cc1C)N(C)CCO2,0%,-27%,-22%
CCCCn1c(N)c(N(CCOC)C(=O)c2ccco2)c(=O)[nH]c1=O,-7%,21%,-1%

# The list goes on:
SMILES,GCN5L2 inh,TDP1 cell CPT,DT40 TDP1 no CPT
C=CCOc1ccc(Br)cc1CNCC,0%,-12%,-7%
Cc1cccc(CNc2ccnc(-c3ccccc3CN(C)C)n2)c1,2%,13µM*,7.3µM*
CCn1c(=S)sc2c(=O)n(CC(=O)NCCCc3ccccc3)c(C)nc21,-12%,-24%,1%
COc1cc(CNc2ncnc3c2ncn3[C@H]2CN(Cc3ccccc3)C[C@@H](COC(C)=O)O2)cc(OC)c1OC,.,?,16µM*
CCOc1ccc(C2C(C(=O)c3cccs3)=C(O)C(=O)N2Cc2cccnc2)cc1 (centres undefined),-8%,?,?
O=C(CCl)Nc1ccc(Sc2ccc(NC(=O)CCl)cc2)cc1,-11%,?,5.2µM*
CCOc1ccccc1N(CC(=O)NC(C)(C)C)C(=O)Cn1nnc(-c2ccc(C)o2)n1,3%,-24%,-26%
CCOC(=O)c1cc(CC)sc1NC(=O)c1cccc(N2C(=O)CCC2=O)c1,-19%,-1%,?
COc1cccc(-c2c(C(=O)N/N=C/c3cccs3)nnn2-c2nonc2N)c1,-6%,?,-10%
O=C(NCCCn1ccnc1)C1CCCN(S(=O)(=O)c2cc(Cl)ccc2Cl)C1 (centres undefined),-5%,-12%,-24%
Cc1cccc(N(CC(=O)NC2CCCC2)C(=O)CCC(=O)Nc2ccccn2)c1,5%,-3%,2%
Fc1ccc(-c2cc(-c3ccccc3)c3c(n2)-c2cc(F)ccc2OC3)cc1,-1%,-11%,-15%
COc1cccc(-n2c(=O)c3sc4ccccc4c3n(CC(=O)Nc3cccc(Cl)c3)c2=O)c1,-4%,15%,-21%
CCc1c(C(=O)OC)nnc2cc(C)nn12,1%,-21%,-8%
OCCCNC(=S)Nc1ccc(Nc2ccccc2)cc1,-14%,2%,-8%

# The list goes on; it opens with the two that closed the last part.
SMILES,GCN5L2 inh,TDP1 cell CPT,DT40 TDP1 no CPT
CCc1c(C(=O)OC)nnc2cc(C)nn12,1%,-21%,-8%
OCCCNC(=S)Nc1ccc(Nc2ccccc2)cc1,-14%,2%,-8%
COC(=O)c1ccc(/C=C/C(=O)OCC(=O)c2ccc[nH]2)cc1,-4%,0%,-1%
CC(=O)Nc1ccc(S(=O)(=O)NNC(=O)COc2cccc3ccccc23)cc1,-4%,-2%,-20%
CC(=O)NC1=NN(C(C)=O)C(C)(c2cccc([N+](=O)[O-])c2)S1 (centres undefined),-10%,-4%,?
CCCNC(=O)c1ccc(SCC(=O)N(CC)CC)c([N+](=O)[O-])c1,-2%,-16%,-2%
Cc1nc2cnc(N3CCOCC3)nc2n(Cc2ccc(F)cc2)c1=O,-17%,3%,17%
O=C(Oc1ccc[nH]c1=O)c1cc([N+](=O)[O-])cc([N+](=O)[O-])c1,31%[activator],-18%,?
CNC(=S)N1CCc2cc(OC)c(OC)cc2C1COc1ccc(OC)cc1 (centres undefined),-5%,-2%,?
CCOc1cc(-n2ncc(C#N)c2N)nc(SC)n1,-5%,0%,-2%
O=C(C1CC1(c1ccccc1)c1ccccc1)N1CCOCC1 (centres undefined),3%,-2%,12%
CCC(C)(C(=O)NC1CCCCC1)N(Cc1ccco1)C(=O)c1cnccn1 (centres undefined),-9%,-11%,-22%
O=C(NCc1cccc(F)c1)c1ccccc1NC(=O)c1nsc2ccccc12,-16%,?,23µM*
CCN(CC)CCN(C(=O)CCS(=O)(=O)c1ccccc1)c1nc2c(C)cc(C)cc2s1,-4%,16µM*,7.3µM*
COc1ccc(C)cc1N(CC(=O)N1CCCC1)S(=O)(=O)c1ccccc1,1%,10%,3%
CN1c2ccccc2C(O)=C(C(=S)Nc2ccc(Cl)cc2)S1(=O)=O,-7%,16µM*,21µM*
O=C(Cn1c(=O)n(Cc2ccc3c(c2)OCO3)c(=O)c2ccc(C(=O)NC3CCCCC3)cc21)Nc1ccccc1F,1%,?,?

# Shown field by field: part of the list above.
> C[C@@H]1CN(Cc2cn(C)nc2-c2cccc(Cl)c2)C[C@H](C)O1
- GCN5L2 inh = -3%
- TDP1 cell CPT = -20%
- DT40 TDP1 no CPT = ?

> O=C(Nc1cccc(F)c1)N1CCCC2(CCN(C(=O)c3csnn3)CC2)C1
- GCN5L2 inh = 11%
- TDP1 cell CPT = 22%
- DT40 TDP1 no CPT = 2%

> COc1cc(NC(=O)NS(=O)(=O)c2ccc(C)cc2)cc(OC)c1
- GCN5L2 inh = 10%
- TDP1 cell CPT = -8%
- DT40 TDP1 no CPT = -1%

> CCOc1ccc(/C(O)=C/C(=O)C(=O)Nc2ccc(S(=O)(=O)NC(C)=O)cc2)cc1
- GCN5L2 inh = -6%
- TDP1 cell CPT = 26µM*
- DT40 TDP1 no CPT = -19%

# (listing goes on)
SMILES,GCN5L2 inh,TDP1 cell CPT,DT40 TDP1 no CPT
CN(C(=O)COC(=O)Cc1c(F)cccc1Cl)c1c(N)n(Cc2ccccc2)c(=O)[nH]c1=O,-5%,?,2%
S=c1[nH]c2ccc(Cc3ccc4[nH]c(=S)[nH]c4c3)cc2[nH]1,-23%,0%,-16%
COc1ccc(OC)c(NC(=O)[C@@]2(CC(=O)O)CC(/C=C/c3ccccc3)=NO2)c1,-6%,-4%,24%
Cc1ccc(CNc2ncc(-c3ccc4c(c3)OCO4)n2C)cc1,-4%,?,21µM*
O=[N+]([O-])c1ccc(Cn2cc(-c3cccc(C(F)(F)F)c3)nn2)cc1,?,?,16µM*!
CCOC(=O)C1=CCC(c2cccc(C)c2)N(S(=O)(=O)c2ccc(C)cc2)C1 (centres undefined),.,18µM*,16µM*
CCC(c1nnnn1CCc1ccccc1)N(Cc1ccco1)Cc1cc2cccc(C)c2[nH]c1=O (centres undefined),-1%,-25%,-29%
CCC(C(=O)NCc1ccco1)n1nc(C)n2c(cc3occc32)c1=O (centres undefined),-5%,-13%,10%
COc1ccc(C2CC(=O)N(C)c3ccccc3S2)cc1OC (centres undefined),-2%,21µM*,?
C=CCOc1cccc(C2/C(=C(\O)c3ccc(F)cc3)C(=O)C(=O)N2CCN(C)C)c1 (centres undefined),-12%,-8%,-2%
O=c1cc(-c2c(O)c3ccccc3n(Cc3ccccc3)c2=O)[nH][nH]1,-17%,0%,5%
CC1(C)CC(=O)C(C=NC2CCCCC2)=C(O)C1,5%,-2%,-17%
CCN(CC)c1nc2c(s1)C(=O)NCCC2,-17%,-7%,-11%
Cc1ccnc(NC(=O)c2ccc(S(=O)(=O)c3ccccc3)cc2)c1,-2%,-5%,?
O=C(Nc1ccc2c(c1)OCCO2)C(c1ccccc1)n1c(=O)c(-c2ccco2)nc2ccccc21 (centres undefined),.,4.1µM*,?
COc1ccc(CCNC(=O)C2CCN(S(=O)(=O)N3CC(C)CC(C)C3)CC2)cc1OC (centres undefined),3%,?,?
Cc1sc2ncn(CC(=O)NCC3COc4ccccc4O3)c(=O)c2c1S(=O)(=O)N1CCCCC1 (centres undefined),-4%,-3%,?
Cc1nc(-n2cc(F)c(=O)[nH]c2=O)c2nc(C)oc2n1,2%,-10%,-26%
O=[n+]1c2c(n([O-])c3cc(F)c(F)cc31)CCCC2,-7%,-9%,?
COc1cc2ncnc(NCc3ccccc3F)c2cc1OC,0%,?,?
CCOc1ccc(NC(=O)CN(C)CC(=O)Nc2ccccc2C#N)cc1OCC,1%,-11%,-14%
CCOC(=O)C1=C(COC(=O)CSc2ccc(Br)cc2)NC(=O)NC1C (centres undefined),-9%,?,-15%
CCN1CCCC1CNC(=O)c1cnn(-c2nccc(-c3ccc(C)o3)n2)c1C1CC1 (centres undefined),.,1%,-4%
COc1cccc(-c2cc(C(=O)Nc3ccccc3SC)no2)c1,-8%,-11%,-19%
CCCn1c(N)c(Sc2ccc(C)cc2)c(=O)n(CCC)c1=O,-3%,4%,10%
CNCCCCOc1ccccc1-c1ccccc1,5%,26µM*,?
CC(C)Cn1c(-c2ccncc2)n[nH]c1=S,-7%,-1%,4%
CCN(CC)c1ncnc2c1ncn2[C@H]1CN(Cc2ccc(F)cc2)C[C@@H](CO)O1,.,?,-23%

# The list is partial; count on the stated rates, not on these rows.
